# NS5 inhibitors: Dengue-2 NS5 methyltransferase inhibitors, primary screen, biochemical, confirmation dose response (AID 588689); 340,000 compounds, 0.3% hits; Dengue-2 NS5 methyltransferase capping enzyme assay, biochemical; higher % means a stronger effect; Genome polyprotein (Dengue virus type 2 (strain 16681-PDK53)); inhibition, % at 25 µM; hits with a dose series show IC50 in µM; in the data active = a potency from the dose series; inconclusive = inhibition above about 29% without an active follow-up result
# AID2073: inhibitors of Mint1-CaV2.2 protein interaction, biochemical, HTRF (AID 2073); Voltage-dependent N-type calcium channel subunit alpha-1B (Homo sapiens); HTRF protein-protein interaction, Mint1-CaV2.2; higher % means a stronger effect; one-dose inhibition, % at 20 µM; IC50 in µM for titrated hits; 290,000 compounds, 0.19% hits; in the data active = inhibition mostly above about 51%, no sharp cut-off; inconclusive = no clear call, values can overlap the other calls; inactive = mostly below about 53%; also: some results filed as inactive read as strong as hits
# SIAH1 antagonists: Siah-1 peptide-binding antagonists, primary screen, biochemical, fluorescence polarization, rhodamine-plectin, uHTS (AID 1817); Siah-1 / rhodamine-plectin peptide fluorescence polarization; higher % means a stronger effect; 290,000 compounds, 0.02% hits; E3 ubiquitin-protein ligase SIAH1 (Homo sapiens); one-dose displacement, % at 20 µM; IC50 in µM for titrated hits;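 active = displacement of at least 50% at 20 µM, with a fluorescence ratio check between 0.3 and a set limit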;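 also: plate controls were Siah plus tracer with DMSO for no effect and tracer alone without Siah for full effect; strong numbers were not always called active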
# RSV antiviral HEp-2: RSV antiviral activity via CPE protection, HEp-2 cells, primary 10 µM value included (AID 2391); 310,000 compounds, 0.13% hits; HEp-2 cells, RSV-induced CPE inhibition; higher % means a stronger effect; CPE inhibition, % at 10 µM, or IC50 in µM where a hit was titrated; in the data active = a potency from the dose series; inconclusive = CPE inhibition mostly from about 23% at the one dose, without a potency; inactive = the rest, 99 in 100 with CPE inhibition below about 21%; also: strong numbers were not always called active
# K1F lysis inhibition: inhibition of K1F phage lysis, E. coli UTI89, bacterial capsule biogenesis inhibitors, alamar blue (AID 488966); 340,000 compounds, 0.02% hits; E. coli UTI89 K1F phage lysis, alamar blue, 2 h; higher % means a stronger effect; one-dose inhibition, % at 100 µM; IC50 in µM for titrated hits;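 active = phage lysis inhibition, versus mean bacterial control, above a set limit; inconclusive = no clear call, values can overlap the other calls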;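 also: capsule biogenesis inhibitors block K1F phage lysis so surviving cells raise fluorescence; higher fluorescence means more inhibition of phage lysis; actives were called in the ten point dose series up to 300 µM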
# West Nile virus CPE: West Nile virus antiviral activity, cell-based, CPE readout (AID 1621); West Nile virus-infected cells, CPE inhibition; higher % means a stronger effect; CPE inhibition, % at 10 µM, or IC50 in µM where a hit was titrated; 290,000 compounds, 0.02% hits; in the data active = a potency from the dose series; inconclusive = CPE inhibition mostly from about 3.7% at the one dose, without a potency; inactive = the rest, 99 in 100 with CPE inhibition below about 2.2%; also: strong numbers were not always called active
# SV40 large T antigen: SV40 large T antigen inhibitors, biochemical (AID 1903) | 310,000 compounds, 0.39% hits | inhibition, % at 20 µM, or IC50 in µM where a hit was titrated | SV40 large T antigen ATPase/helicase inhibition assay; higher % means a stronger effect; in the data active = a potency from the dose series; inconclusive = inhibition mostly from about 32% at the one dose, without a potency; inactive = the rest, 99 in 100 with inhibition below about 32%; also: strong numbers were not always called active
# Rac1 GTP hydrolysis: MgcRacGAP GTPase-activating activity inhibitors, confirmation, biochemical, ADP Hunter fluorescence; Rac GTPase-activating protein 1 (Homo sapiens); MgcRacGAP-stimulated Rac1 GTP hydrolysis, ADP Hunter fluorescence; higher % means a stronger effect; GST-tagged Rac1 F28L mutant substrate; one-dose inhibition, % at 30 µM; IC50 in µM for titrated hits; 340,000 compounds, 0.6% hits; AID 624330, 2012;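 active = first-screen hits whose inhibition reached a set limit at any dose in the follow-up dose series; inconclusive = inhibition above the set first-screen limit but never retested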;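 also: fluorescence reports GDP produced by GAP-driven GTP hydrolysis; strong numbers were not always called active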
# NTR1 ag: agonists of NTR1, primary screen, imaging, U2OS cells, beta-arrestin-GFP, high content (AID 493036); Neurotensin receptor type 1 (Homo sapiens), P30989; NTR1-U2OS beta-arrestin-GFP spot imaging, agonist mode; 330,000 compounds, 0.17% hits; activation, % at 20 µM;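 active = activation at or above 40% of the spot to cytoplasm intensity ratio, with at least 20 cells analyzed; inconclusive = wells under 20 cells, flagged as cytotoxic or low count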;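 also: 0% = DMSO without peptide and 100% = 100 nM NTR1 peptide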
# Target sequence (P30989 whole entry, looked up): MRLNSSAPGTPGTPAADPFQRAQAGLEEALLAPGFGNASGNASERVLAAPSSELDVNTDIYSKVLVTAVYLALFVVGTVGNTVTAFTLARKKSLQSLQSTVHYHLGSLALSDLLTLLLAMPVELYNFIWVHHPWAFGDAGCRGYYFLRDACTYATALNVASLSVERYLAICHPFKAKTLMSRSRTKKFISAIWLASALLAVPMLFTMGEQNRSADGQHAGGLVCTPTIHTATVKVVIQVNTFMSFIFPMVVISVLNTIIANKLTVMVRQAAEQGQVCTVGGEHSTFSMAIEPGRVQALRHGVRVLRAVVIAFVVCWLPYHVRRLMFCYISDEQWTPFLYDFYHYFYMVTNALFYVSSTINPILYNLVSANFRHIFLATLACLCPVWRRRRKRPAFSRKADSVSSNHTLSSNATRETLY
# NTR1 ag cell count 20 µM: second read-out of NTR1 ag, no call of its own (marks repeat the call); cell count; measured here: cell count, cytotoxicity flag
# NS5 inhibitors pilot replicate: also measured in NS5 inhibitors; calls as there; inhibition, %; measured here: pilot screen replicate inhibition
# Numbers without * were called inactive; i = inactive; ? = inconclusive; . = not tested or not shown; [ ] = remark or other dose.
SMILES,NS5 inhibitors,AID2073,SIAH1 antagonists,RSV antiviral HEp-2,K1F lysis inhibition,West Nile virus CPE,SV40 large T antigen,Rac1 GTP hydrolysis,NTR1 ag,NTR1 ag cell count 20 µM,others
O=C(O)CCC(=O)NC1CCCCC1,-10%,-8%,3%,1.3%,3.3%,0.3%,16%,6%,0.1,85,
O=C(Cc1ccccc1[N+](=O)[O-])NNC(=O)c1cccs1,-3%,.,.,0.2%,-0.1%[50 µM],.,.,3%,-1.3,84,
Cc1nc(N)nc2c1CCCC2,-3%,8%,-7%,6.2%,1.2%,0.2%,-5%,10%,1.4,41,
O=C(CSc1nc(-c2ccco2)cc(C(F)(F)F)n1)N1CCCc2ccccc21,3%,15%,24%,0.5%,2.0%,-0.4%,12%,11%,0.9,50,
NS(=O)(=O)c1cccc(NC(=O)COC(=O)CC2CC3CCC2C3)c1 (stereo not drawn),-7%,2%,1%,2.8%,-1.0%,1.1%,3%,0%,0.5,90,
COc1ccc(OC)c(NC(=S)N2CCC(C(O)(c3ccccc3)c3ccccc3)CC2)c1,0%,-8%,4%,11%,9.1%,-1.3%,-1%,11%,1.5,43,
O=C(CCN1C(=O)c2ccccc2C1=O)N1CCN(c2ccccc2)CC1,-7%,-4%,3%,1.4%,0.1%,.,3%,6%,2.7,66,
CCOCCCNC(=O)C(NC(=O)C1CCC(=O)N1)c1ccc(C)cc1 (stereo not drawn),5%,-2%,1%,0.8%,2.0%,0.1%,6%,4%,-2.4,86,
CCC(C)NS(=O)(=O)c1ccc(S(=O)(=O)Nc2cc3c(cc2C(C)=O)OCO3)cc1 (stereo not drawn),3%,2%,2%,0.6%,-0.1%,-0.5%,-7%,9%,0.0,63,
O=C(CN1CCN(c2ccc(Cl)cc2)CC1)NCc1ccccc1,2%,8%,4%,0.5%,0.2%,-1.4%,5%,11%,0.8,80,
COc1ccc(C(=O)Nc2cc(-c3ccc(C)cc3)no2)cc1,-18%,15%,5%,-0.1%,1.6%[50 µM],-0.5%,18%,-5%,0.0,85,
CCOc1ccc(N(CC(=O)Nc2ccc(OC)cc2)S(C)(=O)=O)cc1,-5%,-2%,3%,0.8%,1.1%,-0.2%,3%,10%,1.7,48,
O=c1c2c(-c3ccc(Cl)cc3)csc2nc2n1CCC2,-13%,-6%,2%,5.1%,3.6%,?,19%,8%,1.6,75,
Cc1[nH]c2ccccc2c1/C=N/NC(=O)CNC(=O)c1ccc2c(c1)OCCO2,-5%,2%,-1%,13%,-0.8%,0.2%,9%,-4%,0.2,50,
Cc1ccc(S(=O)(=O)Nc2ccccc2-c2ccccc2)cc1,-9%,-6%,0%,0.6%,-0.4%,0.6%,7%,13%,-1.0,81,
COc1cccc(/C=C/C(=O)OCC(=O)NCC2CCCO2)c1OC (stereo not drawn),-3%,19%,2%,1.3%,3.7%,0.7%,15%,1%,0.6,48,
N#Cc1c(NC(=O)C(=O)NCCCN2CCOCC2)sc2c1CCCC2,-16%,-3%,13%,1.1%,0.2%,-0.4%,.,3%,0.4,72,
CN1c2cccc3cccc(c23)N(C)C1c1cccs1,7%,-18%,2%,5.1%,0.1%,0.7%,8%,30%,2.5,107,
CC1(c2cccc(Br)c2)NC(=O)NC1=O (stereo not drawn),-3%,4%,2%,1.3%,0.0%,-0.4%,7%,-2%,0.3,60,
Cc1cccc(NC(=S)N2CCOCC2)c1C,-4%,6%,0%,0.7%,-0.5%,-0.5%,2%,8%,-2.4,47,
CCOc1ncccc1C(=O)OCC(=O)c1c(N)n(C)c(=O)n(C)c1=O,-9%,3%,1%,1.8%,0.7%,-0.1%,1%,10%,0.9,41,
Cc1cc(C(=O)CSc2nc(N)cc(N)n2)c(C)n1CCc1ccc(F)cc1,-2%,13%,3%,4.0%,-0.5%,-0.8%,19%,1%,-1.9,86,
O=C(NCc1nc2ccccc2[nH]1)C1=C[C@@H](c2ccc3c(c2)OCO3)C[C@@H](OCc2ccc(CO)cc2)O1,.,-1%,5%,.,.,-0.1%,.,.,3.5,67,
Cc1sc2c(c1C)c(=O)n(-c1ccccc1)c(=O)n2CC(=O)NCC1CCCO1 (stereo not drawn),-6%,15%,1%,1.5%,-0.1%[50 µM],-0.1%,12%,8%,1.9,57,
CN(C)C(=O)c1nc2ccc(Cl)cn2c1CNCc1ccccc1OC(F)(F)F,7%,0%,2%,-0.3%,-0.1%,-1.2%,6%,-4%,0.8,42,
O=C(NC(Nc1nc2ccc([N+](=O)[O-])cc2s1)(C(F)(F)F)C(F)(F)F)c1cccnc1,-45%,2%,4%,2.5%,0.2%,-1.7%,18%,-15%,0.3,77,
N=c1n(CC(=O)c2ccc(Br)cc2)c2ccccc2n1Cc1ccccc1,3%,.,.,-1.8%,0.1%,.,.,7%,16,52,
COCCN(C(=O)Cc1coc2cc(C)c(C)cc12)c1c(N)n(Cc2ccccc2)c(=O)[nH]c1=O,-4%,.,.,-1.7%,0.9%[50 µM],.,16%,0%,0.3,54,
CC(C)C[C@H]1C(=O)N2CCC[C@H]2[C@]2(O)O[C@](NC(=O)C3C=C4c5cccc6[nH]c(Br)c(c56)C[C@H]4N(C)C3)(C(C)C)C(=O)N12 (stereo partly drawn),-14%,.,.,14%,5.5%,1.9%,14%,8%,6.8,53,
COc1ccc(-c2cc([C@H]3[C@@H]4C=CCC[C@@]4(C)C(=O)N3Cc3ccccc3)ccc2F)cc1OC,-7%,7%,0%,-2.1%,2.0%,-0.2%,2%,7%,11,75,
Cc1cccc(N2CCN(Cc3cnc(Cl)s3)CC2C)c1 (stereo not drawn),1%,-10%,0%,7.0%,0.1%,-1.5%,-4%,4%,0.7,64,
O=C(COc1ccc(S(=O)(=O)N2CCOCC2)cc1)NCCc1ccccc1,0%,.,.,-1.6%,1.9%[50 µM],.,11%,5%,-1.4,63,
COC(=O)CNC(=O)c1ccccc1F,-3%,41%,2%,0.9%,0.1%,0.4%,10%,1%,3.3,53,
COc1ccc(C(=O)NCC2CCCO2)cc1OC (stereo not drawn),1%,5%,14%,2.2%,-0.1%,0.4%,5%,9%,2.2,57,
C=CCn1c(SCc2nc3sc(C(=O)O)c(C)c3c(=O)[nH]2)nnc1-c1ccc(C(C)(C)C)cc1,-2%,19%,1%,1.6%,0.0%[50 µM],0.8%,10%,13%,-0.5,66,
O=C(OCC(=O)C12CC3CC(CC(C3)C1)C2)c1ccc(O)cc1O,-1%,.,.,?,-2.0%[50 µM],.,5%,4%,14,61,
CCOc1ccccc1C(=O)Nc1cc(Cl)ccc1O,-6%,9%,1%,8.0%,i,0.2%,4%,4%,11,82,
COCCNC(=O)/C(C#N)=C/c1cc(Br)c(O)c(OC)c1,-25%,-8%,-2%,-2.7%,1.2%,0.1%,18%,13%,2.8,58,
O=C(c1ccc2c(=O)n(Cc3ccco3)c(=S)[nH]c2c1)N1CCN(c2ccccc2)CC1,-1%,-19%,1%,-1.5%,-1.4%,.,12%,6%,4.7,79,
CC(C)c1ccc(C2CC(c3ccc(Br)cc3)=NN2C(N)=S)cc1 (stereo not drawn),-2%,-9%,0%,9.9%,-0.5%[50 µM],-1.6%,5%,4%,17,51,
Cc1nn(-c2ccccc2)c(N2CCCC2)c1/C=N/NC(=O)c1ccccc1O,1%,8%,-1%,7.2%,14%,-1.0%,5%,1%,4.3,39,
Cc1ccc2nc(C)c(CN3CCN(c4ccc([N+](=O)[O-])cc4Cl)CC3)n2c1,0%,-9%,-4%,2.9%,0.8%,-0.1%,4%,11%,0.2,49,
O=C1CC(N2CCN(c3ccccc3)CC2)C(=O)N1c1ccc(Cl)cc1 (stereo not drawn),-1%,6%,3%,0.3%,0.2%,0.3%,2%,6%,1.1,71,NS5 inhibitors pilot replicate=-4.6
CC12CCC(C(=O)Nc3ccccc3Cl)([C@H](Br)C1=O)C2(C)C (stereo partly drawn),9%,14%,-1%,.,-0.8%,0.2%,9%,-5%,-0.6,45,
OCCC1CN(CCCn2cccn2)CCN1C1CCCCC1 (stereo not drawn),1%,-4%,-2%,.,0.2%,0.3%,.,2%,.,.,
CCc1ccccc1NC(=O)COC(=O)c1cccs1,2%,5%,4%,2.1%,0.7%,-0.4%,8%,1%,-1.8,58,
COc1cc2c(cc1OC)C(C)N(C(=O)[C@@H](NC(=O)c1ccccc1)C(C)C)CC2 (stereo partly drawn),-6%,7%,9%,1.2%,1.3%,-1.1%,22%,0%,0.7,57,
Cc1cc(-n2c(=O)c(C#N)cc3c(=O)n4ccccc4nc32)no1,17%,30%,1%,2.4%,0.1%,0.8%,12%,7%,-2.1,92,
CCOC(=O)c1ccc(NC(=S)NCCCN2CCOCC2)cc1,-7%,-28%,-7%,1.8%,0.1%,-0.1%,0%,7%,-0.4,41,
CCN(CC)C(=O)CSc1ncnc2c1cnn2-c1ccccc1,-6%,11%,8%,1.9%,0.0%,-0.5%,26%,6%,-0.8,82,
COc1ccccc1N(C)S(=O)(=O)c1ccc(C(=O)Nc2ccc(N3CCOCC3)cc2)cc1,-5%,-9%,-7%,14%,-0.2%,-0.1%,3%,-1%,0.5,57,
Cc1cc(OC(=O)c2ccc3ccccc3c2)c([N+](=O)[O-])c(=O)[nH]1,-9%,2%,2%,1.3%,0.0%,0.2%,1%,12%,-0.5,92,
Cc1ccc(N/N=C(/Sc2nnnn2-c2ccccc2)C(=O)c2ccccc2)cc1,-3%,-9%,0%,0.3%,0.7%,1.4%,12%,1%,2.1,52,
O=C(COC(=O)C1=COCCO1)Nc1ccc(Cl)cn1,0%,.,.,.,0.8%[50 µM],.,.,0%,-0.3,62,
CC1(c2ccc3ccccc3c2)NC(=O)NC1=O (stereo not drawn),-1%,-2%,8%,0.8%,0.2%,0.2%,1%,13%,-0.9,89,

# From PubChem BioAssay
